TDP1 inh: inhibitors of human tyrosyl-DNA phosphodiesterase TDP1; Potency, µM (highest dose often 130 µM), without a hit: at the highest dose activity change, negative = inhibition, hits mostly inhibitors; Q9NUW8; 350,000 compounds, 0.28% hits; recombinant TDP1, AlphaScreen DNA substrate cleavage; further: nearly all actives have a fitted effect of over 40% in size
Target sequence (Q9NUW8 whole entry, looked up): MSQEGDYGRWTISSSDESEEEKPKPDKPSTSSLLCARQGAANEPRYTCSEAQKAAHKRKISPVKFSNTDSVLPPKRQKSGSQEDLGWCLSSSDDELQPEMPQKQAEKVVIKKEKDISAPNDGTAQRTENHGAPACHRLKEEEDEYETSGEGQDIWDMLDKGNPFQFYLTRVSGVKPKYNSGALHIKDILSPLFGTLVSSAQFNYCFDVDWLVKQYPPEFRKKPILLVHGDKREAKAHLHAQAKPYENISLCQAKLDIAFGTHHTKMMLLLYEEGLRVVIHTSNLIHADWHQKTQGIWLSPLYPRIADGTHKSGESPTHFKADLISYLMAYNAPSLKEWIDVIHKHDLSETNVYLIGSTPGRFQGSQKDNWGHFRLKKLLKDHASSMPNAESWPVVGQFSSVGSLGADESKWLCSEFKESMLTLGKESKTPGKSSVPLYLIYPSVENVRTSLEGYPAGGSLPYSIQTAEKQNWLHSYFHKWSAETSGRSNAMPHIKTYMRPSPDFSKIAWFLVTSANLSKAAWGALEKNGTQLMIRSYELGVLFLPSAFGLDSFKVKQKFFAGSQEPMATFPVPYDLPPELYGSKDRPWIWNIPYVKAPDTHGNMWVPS
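Tdp1 1 nM final; 15 min RT w/ cpd; substrate 15 nM, 5 min; beads 10 ug/ml, 10 min; AlphaScreen read. Neg ctrl: no enzyme.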
FEN1 inh: inhibitors of human flap endonuclease 1 | P39748 | Recombinant FEN1 flap cleavage, fluorescence, 15 min | Potency, µM (doses to about 114 µM), inactives show top-dose activity change, negative = inhibition, hits mostly inhibitors | 390,000 compounds, 0.35% hits | AID 588795; further: nearly all actives have a fitted effect of over 65% in size
Target sequence (P39748 whole entry, looked up): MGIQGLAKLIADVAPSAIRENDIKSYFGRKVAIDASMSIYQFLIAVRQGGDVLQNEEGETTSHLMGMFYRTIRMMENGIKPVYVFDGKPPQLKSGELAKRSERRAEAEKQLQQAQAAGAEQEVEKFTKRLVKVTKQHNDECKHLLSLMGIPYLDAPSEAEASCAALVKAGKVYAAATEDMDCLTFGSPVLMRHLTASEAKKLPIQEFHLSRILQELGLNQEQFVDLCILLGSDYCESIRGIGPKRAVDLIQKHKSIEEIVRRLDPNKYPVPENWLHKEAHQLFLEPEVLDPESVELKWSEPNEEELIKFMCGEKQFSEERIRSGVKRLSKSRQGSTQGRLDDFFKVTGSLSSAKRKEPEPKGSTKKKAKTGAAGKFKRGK
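Enzyme 10 nM, 15 min RT preincubation with compound; start with substrate 50 nM final; reads at 0 and 15 min; qHTS titration, four-parameter Hill fit.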
N370S GC: inhibits or activates N370S mutant glucocerebrosidase. P04062. N370S GC spleen homogenate, 4MU-glucoside fluorescence. 330,000 compounds, 0.092% hits. Potency, µM (highest dose often 59.4 µM), for inactives: at the highest dose activity change, negative = inhibition, most hits filed as inhibitors;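 further: 0% = full enzyme activity and -100% = no enzyme basal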
Numbers without * were called inactive; ? = inconclusive; . = not tested or not shown; & = joins results of further samples; [ ] = another dose, or the depositor's remark. The call rests on the fitted dose curve; in most records, active means well fitted curve in the direction sought with a large enough effect; inconclusive means small, poorly fitted or top-dose-only effect, or another doubt; inactive means no such curve, though single readings can be large; an effect the other way counts as inactive or inconclusive. Unless noted, on the % scale 0 is the no-effect control and ±100 the full control effect; potency means the concentration at half of the fitted maximal effect.

canonical_smiles	TDP1 inh	FEN1 inh	N370S GC
CCOC(=O)CN1C(C(=O)c2ccccc2)=C(OC(=O)c2ccccc2)c2ccccc2S1(=O)=O	2.3%	-16.0%	.
COC(=O)c1c(-c2cc(OC)c(OC)c(OC)c2)c2ccnc(OCc3ncccn3)c2c(=O)n1Cc1ccnc(C)c1	5.6%&9.5%	.	-3.8%&-6.0%
Cc1nccn1CCOc1ccc(Cl)cc1	.	-10.7%	-1.4%
CCCCCN(C(=O)NC(=O)Nc1ccc(C)cc1)S(=O)(=O)c1ccccc1	2.3%	-5.3%	3.9%
CC(=O)c1cccc(NC(=O)N2CCC(CN3CCCCC3)CC2)c1	3.7%	-0.2%	.
O=C(NN1C(=O)C2C3C=CC(C3)C2C1=O)C(O)c1ccccc1 (stereo not given)	0.0%	20.4%	18.8%
CCc1noc(C)c1C(=O)Nc1nc(-c2ccccc2)c(C(C)=O)s1	0.4%	-19.9%	.
COc1ccc(CNC(=O)CCc2c(C)nc3nc(CNC(=O)OC(C)(C)C)nn3c2C)cc1	0.0%	-8.6%	.
CC1(C)CC(CC(=O)Nc2nccs2)(c2ccccc2)CCO1 (stereo not given)	9.6%	6.6%	17.4%
Cc1cccc(Nc2nccc(N(C)C)c2C#N)c1	.	-5.1%	-3.8%
Cc1c(-c2ccc(F)cc2)nc(N)c(C#N)c1-c1cccs1	0.0%	3.6%	25.2%
CCCCNC(=O)CSc1nc2ccccc2c(=O)n1C1CCCC1	1.0%	-4.9%	?
O=C(Cc1ccccc1)OCC(=O)c1cccc([N+](=O)[O-])c1	-0.3%	-8.5%	.
COc1ccc(Cl)cc1NC(=O)CN(C)C(=O)c1cc2ccccc2cc1O	0.8%	-13.9%	-0.4%
Cc1ccccc1CN1CCCN(CC(=O)Nc2c(C)cccc2C)S1(=O)=O	3.8%	-2.0%	.
COc1ccc(C(=O)Cc2cc(OC)c(OC)cc2[N+](=O)[O-])cc1	3.9%	-0.6%	7.9%
CC(C)Cn1c(N)c(C(=O)CSc2nnc(-c3ccco3)n2C)c(=O)n(C)c1=O	1.8%	2.6%	.
Cc1cc(OC(C)C)c2c(-c3ccccc3)cc(=O)oc2c1	-6.8%	-7.1%	?
O=C(O)c1ccc(NC2OC[C@@H](O)[C@H](O)[C@H]2O)cc1 (stereo not given in full)	.	0.2%	-11.0%
Cn1nnnc1SCC(=O)Nc1ccccc1Cc1ccccc1	7.4%	-9.6%	-0.4%
Cc1ccc(C(=O)Nc2ccc(S(=O)(=O)O)c3cc(S(=O)(=O)O)cc(S(=O)(=O)O)c23)cc1NC(=O)c1cccc(NC(=O)Nc2cccc(C(=O)Nc3cc(C(=O)Nc4ccc(S(=O)(=O)O)c5cc(S(=O)(=O)O)cc(S(=O)(=O)O)c45)ccc3C)c2)c1	4.47µM*	1.26µM*	?
COC(=O)C1C(O)=C(C=Nc2ccccc2)C(=O)CC1(C)C (stereo not given)	-1.2%	-16.9%	11.0%
O=C(C[C@@H]1C/C=C\C[C@H](NC(=O)OCC2c3ccccc3-c3ccccc32)C(=O)OC[C@@H]2CCCN2C1=O)N[C@H](CO)Cc1ccccc1	-10.6%	-8.5%	.
CS(=O)(=O)c1ccccc1C(=O)Nc1ccc2sccc2c1	1.3%	-2.7%	1.1%
COCCNC(=O)C(c1cccnc1)N(Cc1ccc(C)cc1)C(=O)Cn1nnc2ccccc21 (stereo not given)	1.2%	18.0%	0.6%

Part of the list above in order of number of heavy atoms, highest first:
canonical_smiles	TDP1 inh	FEN1 inh	N370S GC
COC(=O)c1c(-c2cc(OC)c(OC)c(OC)c2)c2ccnc(OCc3ncccn3)c2c(=O)n1Cc1ccnc(C)c1	5.6%&9.5%	.	-3.8%&-6.0%
CS(=O)(=O)c1ccccc1C(=O)Nc1ccc2sccc2c1	1.3%	-2.7%	1.1%
Cc1cccc(Nc2nccc(N(C)C)c2C#N)c1	.	-5.1%	-3.8%

Remaining list, next part.
canonical_smiles	TDP1 inh	FEN1 inh	N370S GC
O=C(NCCc1ccccc1)c1ccncc1	-1.1%	.	1.4%
CCCCNC(=S)N1CCN(c2nc3ccccc3s2)CC1	-4.8%	-2.1%	1.2%
CCOC(=O)c1c(/N=C/c2cccc([N+](=O)[O-])c2O)sc2c1CCC2	2.5%	-30.9%	-8.5%
COc1ccc(CN(C(=O)COc2ccc(C)c(C)c2)C2CCS(=O)(=O)C2)cc1OC (stereo not given)	.	-0.6%	0.3%
COc1cccc2c(=O)n(CC(=O)N3CCCCC3)ccc12	0.0%	17.4%	1.9%
COc1ccccc1C1=NC(c2ccccc2)CN1c1ccccc1 (stereo not given)	.	-9.5%	?
Cc1ccc(-c2cc(C(=O)NCC(c3ccccc3)N(C)C)c3ccccc3n2)o1 (stereo not given)	0.3%	-17.0%	.
O=C(c1ccccc1Cl)N1CCc2ccccc2C1	0.0%	6.4%	2.0%
NNC(=O)COc1ccccc1[N+](=O)[O-]	2.4%	-7.8%	2.9%
Cc1nc2ccccc2c(=O)n1CCN1CCOCC1	4.9%	-0.8%	3.8%
CC1CN(C(=O)CCC(=O)NCCCN2CCN(Cc3ccccc3)CC2)c2cc(Cl)ccc2O1 (stereo not given)	1.5%	-9.9%	-27.7%
COc1ccccc1CN(Cc1nc2ccccc2c(=O)[nH]1)C(=O)Nc1ccc(C)cc1	6.8%	-0.9%	22.8%
CC1(C)OC2OC(C(=O)N/N=C/c3cc(Br)ccc3O)C3OC(C)(C)OC3C2O1 (stereo not given)	2.7%	-3.3%	-28.3%
COc1ccc(C2CC(c3ccccc3)Nc3nc(NC(=O)c4ccco4)nn32)cc1 (stereo not given)	6.1%	2.3%	-9.1%
CC(C)(C)OC(=O)N1CC=C2C(C#N)=C(N)C(C#N)(C#N)C(c3cccs3)C2C1 (stereo not given)	6.8%	?	15.4%
CC1CCCCN1C(=S)NCc1ccccc1 (stereo not given)	5.5%	-3.7%	-5.9%
CC(C)(C)C(=O)Nc1cccc(-c2nnc(-c3cccc(NC(=O)C(C)(C)C)c3)o2)c1	3.3%[56.1 µM]	1.3%	3.6%
C[C@H](CO)N1C[C@H](C)[C@@H](CN(C)S(=O)(=O)c2ccccc2)Oc2c(NC(=O)Nc3ccc4c(c3)OCO4)cccc2C1=O	3.9%	5.3%	.
COc1ccc2c(c1)CCc1c(C(=O)Nc3ccn(Cc4ccc(C)cc4)n3)noc1-2	0.0%	-7.3%	3.6%
O=C(NC(=S)N1CCN(c2ccc([N+](=O)[O-])cc2)CC1)c1ccccc1F	7.1%	-10.0%	4.7%
CCCCCCn1nc(C(=O)Nc2nc3c(s2)CCCC3)c2ccccc2c1=O	5.3%	-0.9%	2.3%
Cc1cccc(C)c1NC(=O)C1(NC(=O)C2CCC(=O)N2)CCCCC1 (stereo not given)	-2.6%	-2.4%	4.6%
Cc1ccc(NC(=S)NCc2ccc(Cl)cc2)c(OC(F)F)c1	-3.1%	-13.4%	20.0%
CC[N+](C)(C)CCN(Cc1ccc(Cl)cc1)c1ccccn1	3.4%	-14.6%	2.1%
Cc1ccc(-n2c(SCC(=O)NCC3CCCO3)nc3c(c2=O)SCC3)cc1 (stereo not given)	8.7%	2.4%	-19.2%
Cc1ccc(-c2nnn(CC(=O)N(CC(=O)NC3CCCCC3)c3cccc(F)c3)n2)o1	11.3%	3.5%	-5.0%
Cc1cccn2c(=O)c(C=O)c(N3CCN(c4ccc(F)cc4)CC3)nc12	2.5%	-16.2%	16.0%
COc1ccc(S(=O)(=O)N2CCCC(C(=O)NCc3ccc4c(c3)OCO4)C2)cc1 (stereo not given)	-3.1%	9.1%	1.7%
Cn1cc(C(=O)C(=O)N2CCCC2)c2ccccc21	.	3.3%	-5.0%
O=C(NCc1ccc(Cl)cc1)c1ccc(S(=O)(=O)N2CCCCC2)cc1	0.4%	-16.8%	.
N#CC1=C(N)SC(N)=C(C#N)C1C1C=CCCC1 (stereo not given)	0.0%	4.1%	4.9%
CC(=O)NN1C(=O)/C(=C\c2ccc(Cl)cc2)SC1=S	-8.3%	3.3%	-13.7%
Cc1ccc(NC(=O)CSc2nc3ccccc3c3nc(CCn4cncc4C)nn23)c(C)c1	3.4%&5.5%	-6.9%&-2.9%	-7.7%
COc1ccccc1CC(=O)N(Cc1ccccc1)c1cccc(C)c1	-6.1%	-0.9%	?
COC(=O)c1sc(N2C(=O)c3oc4cc(C)c(C)cc4c(=O)c3C2c2ccccc2F)nc1C (stereo not given)	1.1%	-19.0%	.
Cc1cn2c(N)c(C=C3C=C(Cl)C(=O)C(Cl)=C3)c(=O)nc2s1	-2.7%	-0.9%	-9.8%
COc1cc(NC(=O)CC(C)S(=O)(=O)c2cc3c(cc2C)NC(=O)CO3)cc(OC)c1OC (stereo not given)	0.6%	-6.2%	-2.7%
CC(C)c1ccc(NC(=O)Cn2ncn3c(cc4ccccc43)c2=O)cc1	2.1%	-17.1%	2.8%
COC(=O)c1cc(OC)c(OC)cc1NC(=O)c1cc(C(C)(C)C)oc1C	8.6%	12.8%	-1.1%
Cc1ccc(C2CC2C(=O)NNC(=S)Nc2cccc(C)c2)cc1 (stereo not given)	3.2%	-8.8%	6.4%
Cc1cccc(C(C)C)c1NC(=O)c1ccc(OCC2CCCO2)cc1 (stereo not given)	1.3%	-4.1%	.
Cc1nc2ccccc2n1C1CCN(CC(=O)NCc2ccc(F)cc2)CC1	4.1%	?	10.9%
CCC(Sc1ncccc1C(=O)O)C(=O)N1CCOCC1 (stereo not given)	-2.5%	2.2%	-8.3%
CCn1c(-c2ccc3ncccc3c2)n[nH]c1=S	5.9%	-14.8%	10.6%
O=C(c1ccc2c(c1)OCO2)c1cn(Cc2ccc(F)cc2)c2ccccc2c1=O	3.5%	-20.3%	.
COc1ccc(OC)c(S(=O)(=O)N2CCC(C(=O)NC3CCCCC3)CC2)c1	-2.3%	3.6%	-6.5%
COc1ccc(-c2sc(Nc3ccccc3)n[n+]2-c2ccc(F)cc2)c(C)c1C	.	-16.7%	-11.2%
CCOc1ccccc1OCC(=O)Nc1cc(S(=O)(=O)N2CCCCC2)ccc1N1CCN(CC)CC1	-6.0%	3.1%	-8.9%
O=S(=O)(c1ccc(F)cc1)N1CCN=C1SCc1cccnc1	4.6%	-5.3%	13.5%
Cc1ccccc1N(C(=O)c1csnn1)C(C(=O)NC(C)(C)C)c1ccncc1 (stereo not given)	7.2%	18.3%	5.0%

Next entries
canonical_smiles	TDP1 inh	FEN1 inh	N370S GC
CN(C1CCCCC1)S(=O)(=O)c1ccc(S(=O)(=O)N2CCN(C(=O)c3ccccc3F)CC2)cc1	-3.4%	-3.7%	.
CC(=O)c1csc(Nc2ccccc2Cl)n1	-2.6%	-2.6%	4.9%
Cn1cccc1CC(=O)NNC(=S)Nc1ccc(Cl)cc1	9.5%	-2.8%	-1.8%
O=C(N/N=C\c1ccccc1)c1ccccc1-n1cccc1	1.2%	-1.5%	-4.9%
COc1ccc(CCc2nnc(CCC(=O)N(C)Cc3ccnc4ccccc34)o2)cc1	2.6%	-3.4%	-9.4%
Cc1ccc(NC(=O)CSc2nc3c(oc4ccccc43)c(=O)n2Cc2ccco2)cc1F	5.9%	2.8%	.
CC(C)OCC(O)CCc1n[nH]c(=S)n1-c1ccccc1 (stereo not given)	5.5%	-1.3%	8.9%
CCc1ncc(CN2CCCC(C(=O)Nc3cccc(-c4cccc(C)c4)c3)C2)cn1 (stereo not given)	2.0%	-17.4%	-9.3%
C=CCN(C(=O)CSc1nc2c(sc3ccccc32)c(=O)n1CCN(CC)CC)c1ccccc1	10.8%	8.7%	-20.2%
O=c1cc(N2CCc3ccccc32)[nH]c(=O)n1-c1ccccc1	-2.7%	-7.4%	7.1%
COc1ccc(C(=O)Nc2ccc(S(=O)(=O)Nc3onc(C)c3C)cc2)c(OC)c1	2.3%	-6.2%	-4.7%
COc1ccc2c(c1)OC/C(=C/c1ccc(O)c(O)c1)C2=O	5.3%	.	2.4%
COc1ccc2[nH]c3c(=O)n(Cc4ccncc4)cnc3c2c1	.	-0.5%	5.1%
CCCn1c(N)c(N(CCOC)C(=O)CSc2c(Cl)cccc2Cl)c(=O)[nH]c1=O	0.3%	18.3%	.
CNS(=O)(=O)c1cc(-c2nnc(Nc3ccc(NC(C)=O)cc3)c3ccccc23)ccc1C	.	-16.1%	-7.1%
O=C(N1CCOCC1)N1CCN(c2nc(-c3ccc(F)cc3)cs2)CC1	7.1%	8.6%	-4.8%
O=C1[C@@H]2C(Cc3ccc(O)cc3)NC3(C(=O)Nc4ccc(F)cc43)[C@@H]2C(=O)N1c1ccc(F)cc1 (stereo not given in full)	3.1%	-11.5%	-12.4%
O=C(CCN1N=C(c2ccccc2)CCC1=O)NCCc1ccc(Cl)cc1	-1.9%	-17.0%	.
COc1ccc(C(=O)Nc2cccc(C(=O)O)c2)cc1S(=O)(=O)N1CCCC1	3.5%[56.1 µM]	4.0%	-9.1%

An unsorted share of the library; any-hit rate near 0.57%.
